# LYP act = LYP (human) phosphatase activation | Q9Y2R2 | recombinant LYP, DiFMUP fluorescence; 0 = plate median, 100 = signal doubled | activation, % at 2 µM | hit rate 0.11% among 96,000;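 active = activation at 2 µM above a set limit, the mean plus 5 SD, cut at about 37% in these data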
# Target sequence (Q9Y2R2 whole entry, looked up): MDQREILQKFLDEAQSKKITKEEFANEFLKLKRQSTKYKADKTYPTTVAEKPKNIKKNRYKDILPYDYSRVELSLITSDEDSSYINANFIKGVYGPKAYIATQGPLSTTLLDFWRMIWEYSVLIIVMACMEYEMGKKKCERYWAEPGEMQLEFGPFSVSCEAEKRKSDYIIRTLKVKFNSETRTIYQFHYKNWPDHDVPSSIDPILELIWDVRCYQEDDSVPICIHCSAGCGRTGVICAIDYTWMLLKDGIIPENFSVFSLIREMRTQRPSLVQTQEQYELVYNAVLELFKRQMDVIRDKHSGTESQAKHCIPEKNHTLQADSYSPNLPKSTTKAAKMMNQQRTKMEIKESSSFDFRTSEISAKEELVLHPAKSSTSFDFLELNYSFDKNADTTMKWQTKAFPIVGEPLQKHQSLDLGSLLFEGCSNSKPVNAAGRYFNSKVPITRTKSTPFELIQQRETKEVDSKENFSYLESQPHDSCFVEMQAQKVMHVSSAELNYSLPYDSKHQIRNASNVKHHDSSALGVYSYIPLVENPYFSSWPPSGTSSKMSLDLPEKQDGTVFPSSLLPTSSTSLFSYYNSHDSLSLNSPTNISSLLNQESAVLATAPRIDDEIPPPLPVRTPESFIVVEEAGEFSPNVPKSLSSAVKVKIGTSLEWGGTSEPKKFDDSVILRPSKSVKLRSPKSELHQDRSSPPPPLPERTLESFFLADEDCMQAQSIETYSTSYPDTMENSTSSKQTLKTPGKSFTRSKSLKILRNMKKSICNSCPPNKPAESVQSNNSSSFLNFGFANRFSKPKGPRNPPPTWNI
# CYP2C9 act = CYP2C9 (human) activation; hit rate 1.4% among 96,000; P11712; recombinant CYP2C9, luciferin-H conversion, luminescence; active compounds read high; factor 1 = untreated enzyme, 0 = blocked; activation factor at 5 µM;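 active = activation factor of 2 or more for CYP2C9 at a 5 µM dose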;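 also: 0 = sulfaphenazole-blocked wells and 1 = vehicle-only wells; values of inactives mirror those of a sister screen read the other way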
# PTPN22 inh 2 = inhibitors of human LYP (PTPN22) phosphatase; recombinant LYP catalytic domain, DiFMUP fluorescence; inhibition, % at 2 µM; hit rate 0.21% among 96,000;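 active = inhibition at 2 µM at or above a set limit, the screen mean plus 3 SD, cut at about 24% in these data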;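 also: 0% = DMSO with enzyme and 100% = enzyme fully blocked by orthovanadate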
# PostGolgi yeast = growth inhibition of a yeast mutant, post-Golgi transport screen. post-Golgi transport phenotypic cell assay. inhibition, % at 10 µM. hit rate 0.9% among 98,000;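 also: yeast cells grown in 1536-well plates; yeast grown about 18 h at 30C before absorbance read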
# hDAT+cocaine = changed human dopamine transporter uptake under cocaine IC80; Q01959; LLC-PK1 hDAT cells, [14C]-dopamine uptake with cocaine IC80; actives deviate in either direction; B-score at 10 µM; hit rate 1.3% among 110,000; AID 449768;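 active = Z score or B-score, a plate-position-corrected score, falls beyond the plate's 99.7% confidence bounds, in either direction; inactive = both scores lie inside the 99.7% bounds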;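 also: scored against the spread of the other compound wells on the same plate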
# E coli WT exp = blocks growth of wild type E. coli BW25113 | OD600 absorbance | hit rate 0.15% among 98,000 | growth inhibition, % at 100 µM;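 active = growth inhibition above about 50% at one test dose, limit read from the data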;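 also: growth measured after 20 h incubation at 37 °C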
# PostGolgi ctrl = inhibits growth of the yeast control strain. efflux-deficient yeast background strain, growth absorbance A615, 16 h. hit rate 5% among 98,000. inhibition, % at 10 µM
# PTK2B oligo ant = blocks oligomerization of human Pyk2 in cells; z-score (the deposit names both 25 µM and 10 µM); Q14289; Q293 cells, Pyk2 FERM NanoBiT luminescence; active compounds read low; hit rate 0.83% among 99,000;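 active = Z-score of -3 or lower, scaled per plate to the spread of control and sample wells; inactive = z-score above -3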;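 also: negative z-score means lost luminescence so less FERM oligomerization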
# CYP2C9 inh = blocks human cytochrome P450 2C9 | P11712 | CYP2C9 Supersomes, luciferin-H conversion, luminescence | inhibition, % at 5 µM | hit rate 20% among 96,000;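 active = blocking of liver enzyme CYP2C9 beyond about 50% at 5 µM, limit read from the data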; also: values of inactives mirror those of a sister screen read the other way
# An asterisk follows results filed as active; x = no result given. Rule as the data show it, unless noted: active = inhibition above about 30%; inactive = the rest.
SMILES,LYP act,CYP2C9 act,PTPN22 inh 2,PostGolgi yeast,hDAT+cocaine,E coli WT exp,PostGolgi ctrl,PTK2B oligo ant,CYP2C9 inh
CC(=O)N(Cc1cc(=O)[nH]c2ccccc12)c1ccc(C)cc1,-4,0.4,3,-8,-2.1,0,12,0.98,64*
O=C(CCc1ccccc1)Nc1nc2n(n1)C(c1ccc(Cl)cc1)CC(=O)N2 (centres undefined),3,1.1,-6,-4,0.55,-4,46*,-0.55,-5
O=C(CSc1nnnn1Cc1ccccc1)Nc1ccc2c(c1)OCCO2,0,0.2,-2,16,1.5,-1,3,-0.82,83*
CC(=O)NC1=NN(C(C)=O)C(C)(c2ccc(Cl)s2)S1 (centres undefined),6,x,-11,x,-0.42,x,x,-0.1,x
Nc1ccc(C(=O)Nc2ccccc2C(=O)O)cc1,-2,0.8,-2,-5,1,8,8,-0.18,20
O=C(Nc1ccc2c(c1)OCO2)N1CCN(C/C=C/c2ccccc2)CC1,4,0.9,-8,12,-0.95,4,9,0.35,7
CCn1c(NC(=O)Nc2cccc(C)c2C)cc2sccc21,-12,0.7,9,-4,x,-5,17,x,26
COc1cc(CNCCSc2nnnn2C)cc(OC)c1OC,-10,1,13,-2,-0.15,1,15,0.94,4
COc1ccc(OC)c(N2Cc3cc(C)c(C)cc3C2)c1,2,0.1,-4,-3,-0.89,7,1,-0.02,88*
O=C(C1CCC1)N1CCc2cc(S(=O)(=O)NCC3COc4ccccc4O3)ccc21 (centres undefined),-1,0.8,6,-9,0.92,-4,19,1.5,25
CN(C)C(=O)N1CCCC(C(=O)NCc2cccs2)C1 (centres undefined),x,0.8,x,-6,-0.15,8,14,0.07,16
Cc1ccc(NCN2C(=O)c3ccccc3C2=O)c(C)c1,6,1.1,-6,0,-1.1,7,11,0.35,-6
O=c1c2ccccc2c(-c2ccc(Br)cc2)nn1Cc1ccccc1,9,0.8,-6,-8,-0.12,-14,12,-1.1,22
N#Cc1cc(-c2ccccc2)nnc1Sc1ccccc1,1,0.9,1,4,0.0011,-4,3,0.45,8
O=C(Nc1ccccc1-c1ccccc1)c1cccc([N+](=O)[O-])c1,-3,0.6,5,-2,-0.64,-4,14,-1,42
O=S(Cc1ccc(Cl)cc1)CC(O)(c1ccccc1)c1ccccc1 (centres undefined),-2,0.6,8,-5,-0.7,2,4,-0.13,36
CC1Cc2ccccc2N1C(=O)CNCCCN(C)C (centres undefined),-3,0.9,1,0,x,1,5,1.9,6
N#Cc1c(NC(=O)CSc2ccccn2)oc(-c2ccccc2)c1-c1ccccc1,6,0.1,-2,-8,-0.36,-5,23,-1.5,86*
COc1ccc(-c2nn(-c3ccccc3)cc2C(=O)Nc2nccs2)cc1,0,0.5,3,24,0.03,-12,25,-2.9,52*
Cc1csc(NC(=O)CSc2nsc(SCC(=O)Nc3nc(C)cs3)c2C#N)n1,-8,0.8,6,3,0.43,-2,0,-4.4*,23
O=C(CN1C(=O)c2ccccc2C1=O)Nc1ccc(N2CCOCC2)cc1,-5,1,4,-8,-0.68,-5,2,-0.79,-3
CCOC(=O)C(=O)/C(C#N)=C/Nc1ccc(F)cc1,-5,0.9,4,3,1.6,-1,8,0.71,5
Cc1ccccc1OCC(=O)Nc1ccccc1N1CCOCC1,3,x,-5,7,0.42,-1,28,-1.8,x
N#CC(C(=O)NC1CCCCC1)c1nc2ccccc2nc1N1CCN(c2ccc(F)cc2)CC1 (centres undefined),-4,0.7,2,2,-1.1,-19,5,x,32

# Single entries from the entries so far.
# Entry of N#Cc1c(NC(=O)CSc2ccccn2)oc(-c2ccccc2)c1-c1ccccc1 in E coli WT exp: -5
# Entry of COc1cc(CNCCSc2nnnn2C)cc(OC)c1OC in LYP act: -10

# Additional compounds follow:
SMILES,LYP act,CYP2C9 act,PTPN22 inh 2,PostGolgi yeast,hDAT+cocaine,E coli WT exp,PostGolgi ctrl,PTK2B oligo ant,CYP2C9 inh
CCN(CC)C(=O)CSc1nnc(-c2ccc(S(=O)(=O)N3CCCC3)cc2)o1,-1,0.7,-2,-2,0.96,-1,8,0.58,31
O=C(NCCCN1CCOCC1)c1cc2c(s1)CCC2,-16,1.1,15,-6,-0.5,3,-14,-0.01,-6
Cc1c(NC2=NC3(CCCCC3)Cc3ccccc32)c(=O)n(C)n1-c1ccccc1,16,x,-9,x,-0.17,x,x,-0.3,x
COc1cccc(C(O)CC(N)=O)c1 (centres undefined),-4,1,3,4,1.6,-5,-1,0.21,-5
CSc1ccc(CNc2ccc(C)cc2)cc1,6,0.9,-2,0,0.053,5,-1,-0.04,13
O=C(Cc1ccccc1)NC(=S)Nc1cccc(C(F)(F)F)c1,-13,0.9,16,-1,0.17,1,10,-0.54,13
O=C(COc1nnc2ccccn12)N1CCN(S(=O)(=O)c2ccccc2)CC1,-1,x,-1,x,-0.28,x,x,0.3,x
CCc1ccc(CNC(=O)C2CC(=O)N(CCc3ccc(C)cc3)C2)cc1 (centres undefined),-3,0.5,1,-5,0.74,5,7,1.2,54*
COC(=O)C1CCN(c2cc(=O)n(Cc3ccc(F)cc3)c(=O)[nH]2)CC1,-9,x,4,x,-0.0061,x,x,0.3,x
COC(=O)c1[nH]c(C)c(/C(O)=C2\C(=O)C(=O)N(CCN(C)C)C2c2ccccc2OC)c1C (centres undefined),x,1.1,x,-3,1.9,-2,5,-0.77,-7
CCOC(=O)N1CCC(NC(=O)COc2cc(=O)n(C)c3ccccc23)CC1,2,1.3,-4,-12,1.4,-1,16,x,-30
CCCCS(=O)CC(CS(=O)CCCC)OC(=O)c1ccc(C)cc1 (centres undefined),1,1.1,-4,-4,0.016,2,2,-0.48,-6

# Shown as a hit in CYP2C9 inh (from the list above):
SMILES | LYP act | CYP2C9 act | PTPN22 inh 2 | hDAT+cocaine | PostGolgi ctrl | PTK2B oligo ant | CYP2C9 inh
CC(=O)N(Cc1cc(=O)[nH]c2ccccc12)c1ccc(C)cc1 | -4 | 0.4 | 3 | -2.1 | 12 | 0.98 | 64*
O=C(CSc1nnnn1Cc1ccccc1)Nc1ccc2c(c1)OCCO2 | 0 | 0.2 | -2 | 1.5 | 3 | -0.82 | 83*
COc1ccc(OC)c(N2Cc3cc(C)c(C)cc3C2)c1 | 2 | 0.1 | -4 | -0.89 | 1 | -0.02 | 88*
N#Cc1c(NC(=O)CSc2ccccn2)oc(-c2ccccc2)c1-c1ccccc1 | 6 | 0.1 | -2 | -0.36 | 23 | -1.5 | 86*
COc1ccc(-c2nn(-c3ccccc3)cc2C(=O)Nc2nccs2)cc1 | 0 | 0.5 | 3 | 0.03 | 25 | -2.9 | 52*
CCc1ccc(CNC(=O)C2CC(=O)N(CCc3ccc(C)cc3)C2)cc1 (centres undefined) | -3 | 0.5 | 1 | 0.74 | 7 | 1.2 | 54*

# New compounds follow.
SMILES,LYP act,CYP2C9 act,PTPN22 inh 2,PostGolgi yeast,hDAT+cocaine,E coli WT exp,PostGolgi ctrl,PTK2B oligo ant,CYP2C9 inh
COc1ccc(OC)c(NC(=O)c2ccc(NC(C)=O)cc2)c1,-2,2.6*,-1,0,-1,13,5,-0.58,-162
O=c1oc2ccccc2c(Nc2cccc3ccccc23)c1[N+](=O)[O-],3,0.4,0,-8,-0.91,5,15,-0.52,62*
Cc1nc(CNS(=O)(=O)c2ccc3ccccc3c2)cs1,x,2*,x,3,0.45,4,12,x,-101
Cn1c(SCc2nnc3n2CCCCC3)nc2ccccc21,0,1.3,4,4,-0.61,2,11,-0.32,-26
O=C(Nc1nc(-c2ccc3c(c2)OCCO3)cs1)c1ccc(S(=O)(=O)N2CCCCC2)cc1,0,0.6,-4,-5,0.0075,-14,-4,-1.6,36
O=C(O)c1cccnc1Oc1ccccc1,-2,x,1,1,0.49,-7,12,0.13,x
CCOC(=O)c1cc2n(c1C)-c1ccccc1C2=O,-6,0.8,3,24,1.1,4,7,0.23,25
Cc1ccc(OCc2ccc(C(=O)N3CCOCC3)cc2)cc1C,-4,1.5,3,-9,-0.12,8,6,0.68,-50
O=C(COc1ccc(S(=O)(=O)NC2CCCCC2)cc1Cl)N1CCN(c2ccccc2)CC1,-1,0,2,5,0.63,-7,19,0.2,100*
COc1ccc(-c2nnc(N3CCCCC3)c3ccccc23)cc1,-2,0.7,5,2,0.013,-2,30,-1.4,33
COc1ccc(CC(=O)Nc2nc3ccccc3s2)cc1S(=O)(=O)N1CCOCC1,1,0.4,-3,-10,x,3,-9,-0.86,64*
CC12CCC(C(=O)N3CCN(c4ccccc4)CC3)(CC1=O)C2(C)C (centres undefined),-7,0.9,6,-6,-1.1,-2,0,x,13
CSc1nc2c(c(=O)n1Cc1ccccc1)SC(C)C2 (centres undefined),6,0.8,-6,9,0.43,-4,17,-1.1,24
COc1ccc(S(=O)(=O)N2CCCCCC2)cc1C(=O)OCC(=O)NC(N)=O,-5,0.8,4,-4,-0.87,1,-2,-1.5,21
Cc1cc(NC(=O)c2cnn3c(C(F)(F)F)cc(-c4ccc(Br)cc4)nc23)no1,4,0.7,-4,0,-0.039,-7,9,-0.87,34
CCC(=O)NCCSc1c[nH]c2ccccc12,-3,0.6,0,2,-0.72,-3,3,0.4,35
c1ccc2c(c1)OCC(c1csc3ncnc(N4CCCCC4)c13)O2 (centres undefined),3,x,-6,x,-0.04,x,x,-0.84,x
O=C(/C=C/c1ccc(Cl)cc1Cl)NCc1ccncc1,-3,0.2,9,0,2.3*,16,8,-0.88,76*
Fc1ccc(Cn2c(SCc3ccc(F)c(C(F)(F)F)c3)nnc2C(F)(F)F)cc1,-3,0.4,4,5,-0.045,-15,21,0.62,56*
Cc1nc(-c2ccc(NC(=O)C3CCCCC3)cc2)cs1,-2,1.1,2,-7,0.11,-1,0,-0.71,-5
Nc1nc2n(n1)C(c1cccs1)CC(c1ccccc1)N2 (centres undefined),4,1,-4,20,-0.3,-1,2,-2,1
CNC(=O)CSc1nc(-c2ccccc2)c(-c2ccccc2)[nH]1,-12,0.8,9,-10,0.17,4,1,-1.2,16
CC(C)(O)C#Cc1ccc(C(=O)NCc2cccs2)s1,9,0.9,-8,5,-0.78,12,2,-0.38,6
CCOC(=O)c1[nH]c(C)c(C(=O)OCC)c1C,-5,0.2,3,19,-0.097,0,-5,x,75*
CCn1c(CSc2nc(C)cc(C)n2)nnc1SCC(=O)Nc1ccccc1,2,1.3,-6,1,0.13,2,-8,-0.27,-33
